# High-throughput results deposited in PubChem BioAssay by several laboratories.
# Jurkat tox 60K – cytotoxicity toward Jurkat cells; Jurkat E6.1 viability, ATP luminescence, 48 h; inhibition, % at 4 µM; 56,000 tested, 1.2% active; AID 463;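 active = inhibition above the mean inhibition of all tested compounds plus 3 SD, cut at about 28% in these data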
# 5HT1E antag – blocks the human 5-HT1E serotonin receptor. P28566. CHO 5-HT1E Ga15 NFAT-bla reporter, FRET, antagonist. inhibition, % at 6 µM. 65,000 tested, 0.99% active. AID 571;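 active = inhibition above a set limit, the mean inhibition across every tested compound plus 3 SD, cut at about 29% in these data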;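 also: signal is the 460 over 535 nm emission ratio of beta-lactamase substrate; 0% = agonist plus DMSO wells and 100% = wells without agonist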
# Target sequence (P28566 whole entry, looked up): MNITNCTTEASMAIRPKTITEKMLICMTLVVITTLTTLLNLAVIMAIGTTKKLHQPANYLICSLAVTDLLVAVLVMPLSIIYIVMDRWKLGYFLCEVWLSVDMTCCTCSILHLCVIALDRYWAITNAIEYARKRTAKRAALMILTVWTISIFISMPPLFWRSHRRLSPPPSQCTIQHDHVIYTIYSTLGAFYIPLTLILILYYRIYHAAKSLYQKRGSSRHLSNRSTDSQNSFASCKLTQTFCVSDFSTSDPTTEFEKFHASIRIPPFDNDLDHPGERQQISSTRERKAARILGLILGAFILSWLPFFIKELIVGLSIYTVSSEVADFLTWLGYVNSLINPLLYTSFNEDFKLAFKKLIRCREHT
# S1P3 agonist – activates the human S1P3 receptor; Q99500; S1P3 NFAT-BLA reporter cells, agonism, FRET ratio; relative to 1 µM S1P, basal subtracted; activation, % at 4.5 µM; 60,000 tested, 0.1% active;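 active = activation above the screen-wide mean plus 3 SD, cut at about 4.5% in these data, passing the limit was not always enough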; also: some compounds called inactive have numbers as strong as hits
# Target sequence (Q99500 whole entry, looked up): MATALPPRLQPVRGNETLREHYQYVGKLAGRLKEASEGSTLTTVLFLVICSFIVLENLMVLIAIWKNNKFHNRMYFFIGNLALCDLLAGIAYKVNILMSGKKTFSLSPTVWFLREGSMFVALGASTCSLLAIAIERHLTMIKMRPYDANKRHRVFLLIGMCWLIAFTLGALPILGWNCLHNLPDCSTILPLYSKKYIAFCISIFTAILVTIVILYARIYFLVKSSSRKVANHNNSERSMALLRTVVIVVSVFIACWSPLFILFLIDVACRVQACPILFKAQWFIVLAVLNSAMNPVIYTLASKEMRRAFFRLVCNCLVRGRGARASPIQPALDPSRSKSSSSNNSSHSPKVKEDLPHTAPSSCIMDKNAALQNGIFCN
#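 Assay system: CHO cells stably expressing human S1P3, Gα16 and NFAT-β-lactamase reporter. Timing: overnight plating, 4 h compound 37 °C, 2 h substrate RT. Signal: β-lactamase FRET emission ratio 460/535 nm. Measure: percent activation versus median 1 µM S1P response, basal-subtracted, per plate. Repeats: primary screen single test, confirmation screen in triplicate.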
# HEK293 NFkB inh – lowers PMA/ionomycin-induced NF-kB signal in HEK293 cells; HEK-293 NF-kB luciferase reporter, luminescence; inhibition, % at 3 µM; 62,000 tested, 0.21% active; AID 465;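 active = inhibition above the mean of all tested compounds plus 3 SD, cut at about 40% in these data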;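 also: 0% = stimulated DMSO wells and 100% = 10 µM reference inhibitor 5653914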
#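 System: NF-kB luciferase reporter HEK-293 cells | Replication: Single test | Control set: DMSO vs reference inhibitor | Evaluation: % inhibition | Schedule: 1 h pretreatment, 16 h stimulation, 37 °C | Probe or stimulus: PMA with ionomycin | Compound dosing: One dose, 3 µM | Detection: Luciferase luminescence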
# D1 mod – allosterically modulates the human D1 dopamine receptor; 58,000 tested, 5.9% active; HEK293 D1, CRE-luciferase, dopamine EC30 potentiation; actives deviate in either direction; B-score at 10 µM; P21728;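 active = luminescence count or its row- and column-corrected plate score outside the 99.7% band of the plate's sample wells, on either side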
# HTR1E agonist – agonists of human 5-HT1E serotonin receptor. P28566. CHO 5-HT1E Ga15 NFAT-bla reporter, FRET; 0% DMSO wells, 100% control agonist wells. activation, % at 6 µM. 65,000 tested, 0.69% active. AID 574;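 active = activation above a set limit, the screen-wide mean activation plus 3 SD, cut at about 8.5% in these data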;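 also: 100% = positive control agonist at 1 µM giving full maximal response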
# 5HT1a antag – 5-HT1a (human) receptor antagonism | P08908 | CHO 5-HT1a Ga15 NFAT-bla reporter, antagonist mode | inhibition, % at 10 µM | 62,000 tested, 0.68% active;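 active = inhibition above the mean of all tested compounds plus 3 SD, cut at about 43% in these data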;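 also: receptor stimulated by 5-CT agonist at 100 nM near EC80; beta-lactamase reporter measured by ratiometric fluorescence of a cleavable substrate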
# HTR1A agonist – 5-HT1a (human) receptor agonism; P08908; CHO 5-HT1a Ga15 NFAT-bla reporter, FRET ratio; 0% basal, 100% maximal reference agonist; activation, % at 10 µM; 65,000 tested, 0.56% active;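 active = activation above the screen-wide mean activation plus 3 SD, cut at about 19% in these data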;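 also: 0% = DMSO wells and 100% = 5-CT at EC100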
# S1P1 ag pot – S1P1 (human) agonism or agonism potentiation; activation, % at 9.5 µM; S1P1 CRE-bla cells, forskolin, beta-lactamase FRET, potentiator mode; S1P1 agonist co-added at EC20, 2 nM; 100% = saturating reference agonist, 0% = basal; 56,000 tested, 0.57% active;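 active = activation above a cutoff set at the mean activation of all tested compounds plus 3 SD, cut at about 54% in these data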;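 also: forskolin at 4 µM as EC80 and the EC20 agonist is SEW2871; 100% = SEW2871 at its EC100 plus forskolin at EC80; some compounds past the cut are filed as inactive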
# * hit, by the source's call; . = no result given.
SMILES,Jurkat tox 60K,5HT1E antag,S1P3 agonist,HEK293 NFkB inh,D1 mod,HTR1E agonist,5HT1a antag,HTR1A agonist,S1P1 ag pot
COc1ccc(N(CC(=O)N2c3ccccc3CC2C)S(=O)(=O)c2c(C)nn(C)c2C)cc1 (stereo not drawn),8,2,-0.8,0,.,0.2,-5,-2.4,13
COc1ccc(C2OC(=O)c3ccccc3S2)cc1 (stereo not drawn),1,-9,-0.7,-11,0.75,0.6,-10,-0.4,-14
COc1cc(NC(=O)c2ccc(S(=O)(=O)N(C)C)cc2)cc(OC)c1OC,11,0,-1.6,8,-0.59,0.1,9,-2.0,-2
Cc1ccc(S(=O)(=O)N(C)Cc2nc(-c3ccccn3)no2)cc1,-1,0,-1.2,3,0.57,-1.0,3,-1.1,-6
O=S1(=O)NC(=NCc2ccco2)c2ccccc21,4,5,-0.6,10,-0.003,0.2,-1,-2.5,.
O=C(NCCN1CCOCC1)c1ccc(CS(=O)(=O)c2ccc(Br)cc2)o1,1,-1,-0.8,14,-0.2,0.0,-1,2.2,-11
CC1CCCC(NC(=O)c2ccc3c(=O)n(CC4CCCO4)c(=O)[nH]c3c2)C1C (stereo not drawn),8,-8,-0.2,14,0.19,0.0,-9,54*,-5
COC(=O)c1cc(OC)c(OC)cc1NC(=O)CSc1nnc(-c2cccnc2)n1C,7,2,0.2,8,1.1,-0.3,-8,-0.7,.
O=C1c2ccccc2C(Nc2ccc(S(=O)(=O)N3CCCCCC3)cc2)N1Cc1ccco1 (stereo not drawn),9,5,-0.8,17,0.063,0.0,13,44*,23
CC(=O)Oc1cccc(/C=c2\sc3nc(-c4ccco4)nn3c2=O)c1,-7,-1,-0.6,9,-2.1,0.6,22,-4.4,-23
CC(=O)Cc1nsc(NC(=O)c2ccc(-c3ccccc3Cl)o2)n1,-2,-6,-0.7,-15,-2.3,-0.1,5,-1.2,6
O=C(Nc1cc(C(F)(F)F)ccc1N1CCOCC1)c1cccnc1,-2,5,-1.6,6,2.1,-0.7,1,-2.3,-2
COc1ccc(N)cc1C#N,1,-2,-0.2,6,0.5,-0.3,-4,3.1,12
O=C(Oc1ccc2c(c1)OCC2=O)c1ccccc1,2,1,-1.0,10,0.063,-0.6,8,-3.2,4
Cc1ccc(C(=O)NC2CCCc3ccccc32)o1 (stereo not drawn),0,4,-0.7,-5,0.29,-0.1,15,-0.1,.
COC(=O)c1ccc(C)c(NC(=O)CN(c2cc(OC)ccc2OC)S(C)(=O)=O)c1,20,1,-1.1,-37,0.88,-0.9,-10,-4.4,-19
Cc1nc(NCc2ccco2)nc2c1C(=O)CC(C)C2 (stereo not drawn),4,9,-0.6,17,.,-0.2,-4,-0.5,.
CN(c1ccccc1)c1nc(-n2ccnc2)nc(-n2ccnc2)n1,6,7,-0.8,15,-0.24,-0.3,5,1.6,-51
Cc1cc(C)c(C)c(OCC(=O)NCc2nc(-c3ccccc3)no2)c1,-6,-14,0.7,-4,-0.0033,-0.3,-19,-0.8,-4
CC(=O)Nc1ccc(C(=O)CSc2nnnn2C(C)C)cc1,-6,-8,0.6,2,.,0.1,-7,0.8,10
CCOC(=O)COc1cc2c3c(c(=O)oc2cc1C)CCCC3,8,-4,-0.8,-10,1.1,-0.1,-8,-0.1,.
COc1ccc(C(=O)CSc2nnc(-c3ccc(S(=O)(=O)N4CCOCC4)cc3)o2)cc1,1,-17,-0.9,-4,-0.84,0.1,-2,-6.8,-12
Clc1ccc(Cn2c(CN3CCCC3)nc3ccccc32)cc1,.,1,-1.6,.,-0.15,0.3,.,0.9,-9
COc1ccc(-c2nnc(SCC(=O)N3CCCC3)o2)cc1OC,0,6,-0.2,14,0.19,-1.0,1,-0.8,16
CCn1c(Cc2ccc(OC)cc2)nnc1SCC(=O)Nc1cccc(C(=O)OC)c1,-3,-1,-1.5,22,0.6,-0.1,-4,0.2,-16

# Reformatted: results already given.
# Order of results – Jurkat tox 60K, 5HT1E antag, S1P3 agonist, HEK293 NFkB inh, D1 mod, HTR1E agonist, 5HT1a antag, HTR1A agonist, S1P1 ag pot
> COc1ccc(N(CC(=O)N2c3ccccc3CC2C)S(=O)(=O)c2c(C)nn(C)c2C)cc1 (stereo not drawn)
→ 8, 2, -0.8, 0, ., 0.2, -5, -2.4, 13
> COc1ccc(C2OC(=O)c3ccccc3S2)cc1 (stereo not drawn)
→ 1, -9, -0.7, -11, 0.75, 0.6, -10, -0.4, -14
> COc1cc(NC(=O)c2ccc(S(=O)(=O)N(C)C)cc2)cc(OC)c1OC
→ 11, 0, -1.6, 8, -0.59, 0.1, 9, -2.0, -2
> Cc1ccc(S(=O)(=O)N(C)Cc2nc(-c3ccccn3)no2)cc1
→ -1, 0, -1.2, 3, 0.57, -1.0, 3, -1.1, -6
> O=S1(=O)NC(=NCc2ccco2)c2ccccc21
→ 4, 5, -0.6, 10, -0.003, 0.2, -1, -2.5, .
> O=C(NCCN1CCOCC1)c1ccc(CS(=O)(=O)c2ccc(Br)cc2)o1
→ 1, -1, -0.8, 14, -0.2, 0.0, -1, 2.2, -11
> CC1CCCC(NC(=O)c2ccc3c(=O)n(CC4CCCO4)c(=O)[nH]c3c2)C1C (stereo not drawn)
→ 8, -8, -0.2, 14, 0.19, 0.0, -9, 54*, -5
> COC(=O)c1cc(OC)c(OC)cc1NC(=O)CSc1nnc(-c2cccnc2)n1C
→ 7, 2, 0.2, 8, 1.1, -0.3, -8, -0.7, .
> O=C1c2ccccc2C(Nc2ccc(S(=O)(=O)N3CCCCCC3)cc2)N1Cc1ccco1 (stereo not drawn)
→ 9, 5, -0.8, 17, 0.063, 0.0, 13, 44*, 23
> CC(=O)Oc1cccc(/C=c2\sc3nc(-c4ccco4)nn3c2=O)c1
→ -7, -1, -0.6, 9, -2.1, 0.6, 22, -4.4, -23
> CC(=O)Cc1nsc(NC(=O)c2ccc(-c3ccccc3Cl)o2)n1
→ -2, -6, -0.7, -15, -2.3, -0.1, 5, -1.2, 6

# (next part)
SMILES,Jurkat tox 60K,5HT1E antag,S1P3 agonist,HEK293 NFkB inh,D1 mod,HTR1E agonist,5HT1a antag,HTR1A agonist,S1P1 ag pot
CC(NC(=O)C(CC(=O)OC(C)(C)C)NC(=O)OC(C)(C)C)C(N)=O (stereo not drawn),-2,4,-0.9,5,0.048,2.0,-1,-2.6,-3
O=C(CCCN1C(=O)CCC1=O)Nc1ccc2c(c1)OCCO2,-11,3,0.0,10,-1.5,-0.1,-10,-2.8,-8
Cc1ccc(-c2ccc(CCC(=O)O)n2NC(=O)c2cccs2)cc1,-3,1,-0.8,10,0.63,0.9,-10,-0.7,.
CCSC1=C(C#N)C(c2ccc(Cl)cc2)C2=C(CCCC2=O)N1 (stereo not drawn),7,-6,-1.8,12,-0.0056,0.0,-2,4.3,7
CCOc1ccc(N2CC(C(=O)NCCc3ccc(OC)c(OC)c3)CC2=O)cc1 (stereo not drawn),2,1,-0.8,11,-0.29,-0.4,2,-3.1,3
CCc1nc2ccccc2c(=O)n1NC(=O)c1c(O)c2ccccc2[nH]c1=O,22,0,-0.7,-2,-0.67,0.7,-2,-4.3,11
O=C(CN1C(=O)NC2(CCCCC2)C1=O)Nc1ccccc1Cl,12,5,-0.4,-1,0.52,-0.7,-5,-2.2,20
Cc1cc(=O)[nH]c(N2CCCC2)n1,-1,-9,-0.3,8,0.06,-0.6,-12,-4.4,-16
O=C(Nc1c(C(=O)NCc2ccco2)cnn1-c1ccccc1)c1ccc(F)cc1,13,10,-1.7,12,0.46,0.3,22,-1.2,3
Cc1cc(C)n2nc(SC(C)C(=O)NCc3ccco3)nc2n1 (stereo not drawn),3,-5,-0.1,6,7.1*,0.4,-9,-0.3,-3
O=C(Nc1ccc2c(c1)OCO2)c1ccc(S(=O)(=O)NCC2CCCO2)cc1 (stereo not drawn),13,5,-0.8,-1,0.17,-0.5,6,-1.8,20
CCCc1nnc(SCc2ccc(OCC)cc2)n1N,.,5,-1.8,.,.,-0.7,.,-1.3,-19
CCOC(=O)C1=C(C)Nc2ncnn2C1c1ccccc1F (stereo not drawn),5,-9,1.5,12,0.28,0.9,-3,-2.6,-46
COc1ccc(-c2nnc(NC(=O)c3ccc(S(=O)(=O)N4CCCc5ccccc54)cc3)o2)cc1,-2,-2,-0.4,15,0.19,-0.1,62*,-0.6,10
c1ccc(-n2ncc3c2ncn2c(CSc4nc5ccccc5s4)nnc32)cc1,-2,5,-1.5,15,-0.54,-0.4,18,-4.0,-8
CC(=O)C1=C(O)C(=O)N(CCC(=O)O)C1c1cccc(F)c1 (stereo not drawn),-7,6,-0.5,8,-0.56,-0.5,-3,0.5,3
O=C(CCNc1n[nH]c(=O)[nH]c1=O)N1CCOCC1,-1,-1,-0.8,2,.,0.7,-11,-3.2,0
O=S(=O)(c1ccc(-n2cnnn2)cc1)N(C1CCCCC1)C1CCCCC1,-6,-2,-1.0,31,0.59,0.6,-6,-1.1,1
CCCc1[nH]nc2c1C(c1ccc(O)cc1OCC)C(C#N)=C(N)O2 (stereo not drawn),-4,-3,-1.3,15,0.063,0.0,1,-0.5,-18
COc1ccc(C2CC(=O)C3=C(C2)Nc2ccccc2N(C(=O)C2CC2)C3c2cccnc2)cc1OC (stereo not drawn),-5,-10,-0.1,0,0.11,0.0,-10,-0.2,11
O=C(Nc1nncs1)c1ccc(N2C(=O)C3C4C=CC(C4)C3C2=O)cc1 (stereo not drawn),-2,-3,0.5,-6,0.056,0.5,-4,-2.3,-26
CN1C(=O)c2cccc(NCCCN3C(=O)c4ccccc4C3=O)c2C1=O,-4,12,-0.4,4,1.5,-0.7,2,-0.5,10
CC1=C(C(=O)OC(C)C)C(c2ccccn2)n2ncnc2N1 (stereo not drawn),2,-8,-0.1,6,-0.11,-0.3,0,-0.2,-9
CCSc1nnc(NC(=O)CCNS(=O)(=O)c2cc(Br)cnc2N)s1,4,6,-0.2,7,0.13,0.8,-14,-1.4,-29
Cn1c(CCCNC(=O)c2cccs2)nc2ccccc21,-2,-4,-0.2,0,-2.2,-0.5,-1,-2.2,-7
O=C1c2oc3ccc(Br)cc3c(=O)c2C(c2cccnc2)N1Cc1ccco1 (stereo not drawn),-2,-1,-1.3,9,0.026,0.7,6,-1.4,4
CC(=O)Nc1ccc(S(=O)(=O)N2CCC(N(C)CCC(C)C)CC2)cc1,-6,-7,0.2,9,-0.093,2.5,-86,-1.8,5
N#C/C(=C1/CCCCCN1)c1nc2ccccc2[nH]1,3,6,-1.5,16,2.4,-1.0,26,-4.2,-10
O=C(Cc1cccs1)NCc1ccco1,-4,2,0.5,12,-0.049,0.1,3,-2.8,-8
